T cell HTS = T cell immune modulators affecting CD8 T cell-vesicle binding; 2C CD8+ T cell-vesicle binding, flow cytometry; active compounds read low; calls only at 7 µM; actives 0.068% (n = 330,000); AID 2052;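 active = response, share of CD8 T cells binding vesicles, and their 90th percentile fluorescence all below set limits, cut at about 80% in these data, passing the limit was not always enough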
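Material: murine 2C transgenic CD8+ T lymphocytes / Also added: QL9-peptide-loaded Drosophila micro-vesicles bearing Ld, ICAM-1 and B7-1 / Schedule: binding step 1.5 h, 37 °C, antibody labelling 20 min, ice / Signal: flow cytometry, PE anti-B7-1 (FL2) versus Alexa647 anti-CD8 (FL8), PFA-fixed / Evaluation: percent CD8+ FL2 mean versus row control / Benchmarks: naked versus QL9-loaded vesicles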
T cell HTS vesicle-bound % = recorded beside T cell HTS, whose call it bears; double positive events, %; measured here: CD8+ vesicle-bound cell fraction;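 binding gate set so that unloaded-vesicle control wells show 10% double positive cells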
The depositor's hits bear a star; i = inactive. These rows are one share of the data, so the mix of outcomes need not match the whole.

SMILES	T cell HTS	T cell HTS vesicle-bound %
CC(C)NC(=O)Nc1ccc2c(c1)C(=O)N([C@H](C)CO)C[C@H](C)[C@@H](CN(C)S(=O)(=O)c1cccs1)O2	i	7
COc1ccc(NC(=O)CSCC(=O)N(C)Cc2ccc3c(c2)OCCO3)cc1	i	56
Cc1ccc(S(=O)(=O)N2[C@@H](c3ccccc3F)C(C(=O)O)=CC[C@H]2c2ccc(C(C)C)cc2)cc1	i	31
O=C(COC(=O)c1cc(Cl)ccc1O)Nc1ccccc1C(=O)NC1CC1	i	41
Cc1ccc(C(=O)NCC(=O)N2CCCCCCC2)cc1	i	26
COc1ccc(-n2nc(C(=O)NCC(=O)NCCCN3CCC(C)CC3)c3ccccc3c2=O)cc1Cl	i	23
CN1CCN(c2ccc(NC(=O)c3cc(S(N)(=O)=O)ccc3N3CCOCC3)cc2)CC1	i	26
COc1ccc([C@H]2CC(=O)C=C(/C=C/Cc3ccccc3)C2)cc1	i	36
COC(=O)c1ccc(OCC2NCCc3cc(OC)c(OC)cc32)cc1 (stereo unspecified)	i	41
CCOc1ccccc1CN1CCC(Oc2cccc(C(=O)NCCOC)c2)CC1	i	66
O=C(Nc1nnc(C2=COCCO2)o1)c1cccc(Br)c1	i	7
O=C1NC(c2ccccc2O)Nc2ccccc21 (stereo unspecified)	i	57
CC(C(=O)Nc1cc(Cl)cc(Cl)c1)N1CCCC1 (stereo unspecified)	i	23
CC(C)n1cc(C(=O)N2CCCC(Nc3ccc(F)c(F)c3)C2)cn1 (stereo unspecified)	i	24
CCOc1ccccc1C(=O)NCC(=O)N1CCC(C)CC1	i	50

Another view of some results above.
| SMILES | T cell HTS | T cell HTS vesicle-bound % |
| --- | --- | --- |
| CC(C)n1cc(C(=O)N2CCCC(Nc3ccc(F)c(F)c3)C2)cn1 (stereo unspecified) | i | 24 |
| CC(C)NC(=O)Nc1ccc2c(c1)C(=O)N([C@H](C)CO)C[C@H](C)[C@@H](CN(C)S(=O)(=O)c1cccs1)O2 | i | 7 |

One compound at a time, as listed above. Order of screens: T cell HTS	T cell HTS vesicle-bound %
`CC(C)NC(=O)Nc1ccc2c(c1)C(=O)N([C@H](C)CO)C[C@H](C)[C@@H](CN(C)S(=O)(=O)c1cccs1)O2` is listed with i	7
`Cc1ccc(C(=O)NCC(=O)N2CCCCCCC2)cc1` is listed with i	26
`COC(=O)c1ccc(OCC2NCCc3cc(OC)c(OC)cc32)cc1` (stereo unspecified) is listed with i	41
`O=C1NC(c2ccccc2O)Nc2ccccc21` (stereo unspecified) is listed with i	57
`COc1ccc(-n2nc(C(=O)NCC(=O)NCCCN3CCC(C)CC3)c3ccccc3c2=O)cc1Cl` is listed with i	23

Going on with the list:
SMILES	T cell HTS	T cell HTS vesicle-bound %
COc1cccc(NC(=S)Nc2ccc(F)cc2)c1	i	57
CCN(CC)S(=O)(=O)c1cc(NC(=O)c2cc([N+](=O)[O-])ccc2N2CCOCC2)ccc1C	i	31
CCc1ccccc1NC(=O)CSc1n[nH]c(-c2cccnc2)n1	i	16
O=C(NCCCN1CCOCC1)c1ccc2c(c1)N(Cc1c(F)cccc1Cl)C(=O)c1ccccc1S2	i	30
CC(C)OCCCn1c(SC(C)C(=O)NCC2CCCO2)nc2cc(Cl)ccc2c1=O (stereo unspecified)	i	38
COc1ccc(/C=C(\NC(=O)c2ccc(OC)cc2)C(=O)Nc2ccccc2C(=O)O)cc1	i	62
O=C(O)c1ccc(NC(=O)c2ccc(COc3ccc(Cl)cc3)o2)cc1	i	28
NC1=NC(=O)/C(=C/c2ccccc2OCC(=O)Nc2ccc(F)cc2)S1	i	44
CC1CC(O)(CC(O)(c2ccccc2)c2ccccc2)C(C)CN1C (stereo unspecified)	i	2
Cc1ccc(NS(=O)(=O)c2ccc3oc(=O)ccc3c2)cc1Cl	i	54
COc1ccc2cc(S(=O)(=O)NCc3cccnc3)ccc2c1	i	46
CCCCN(C(=O)c1cc(-c2ccncc2)nc2ccccc12)c1c(N)n(CC(C)C)c(=O)[nH]c1=O	i	29
CCN(C(=O)c1ccc2c(c1)OCO2)C1CCS(=O)(=O)C1 (stereo unspecified)	i	24
Nc1cccc(CP(=O)(c2ccccc2)c2ccccc2)c1	i	48
COc1cccc(CNC(=O)c2ccc(CS(=O)Cc3ccc(C)cc3)o2)c1 (stereo unspecified)	i	1
Cc1cccn2c(=O)c(C=O)c(Nc3ccc(S(N)(=O)=O)cc3)nc12	i	20
CC(=O)N1CC(C)Oc2ccc(S(=O)(=O)NC(CC(=O)O)c3ccc(C)cc3C)cc21 (stereo unspecified)	i	44
Cn1c(C(=O)N[C@@H](Cc2ccccc2)C(=O)O)cc2cc(Cl)ccc21	i	43
Cc1nnc(SCC(=O)Nc2cccc(N)c2)n1-c1ccccc1	i	58
CCN(C(=O)COC(=O)CCC(=O)c1ccccc1)c1c(N)n(Cc2ccccc2)c(=O)[nH]c1=O	i	32
O=C(Cn1cnc2cc([N+](=O)[O-])ccc2c1=O)N1CCN(S(=O)(=O)c2ccccc2)CC1	i	44
Cc1ccc(NC(=O)c2cccc(NC3=NC4CS(=O)(=O)CC4S3)c2)cc1 (stereo unspecified)	i	36
O=C(Cc1cccs1)Nc1ccccc1F	i	21
O=C(Cc1ccc(Cl)cc1)NCCc1ccc(F)cc1	i	25
COc1ccc(NC(=O)C2CCC(=O)N2S(=O)(=O)c2ccc(C)cc2)cc1Cl (stereo unspecified)	i	36
CCOc1ccc(NC(=O)CN(c2ccc(C)cc2)S(=O)(=O)c2c(C)nn(C)c2C)cc1	i	50
O=C(NCC1CCCO1)c1ccc(COc2ccccc2)cc1 (stereo unspecified)	i	68
O=C(OCCN1CCOCC1)c1ccc(O)cc1	i	69
CCN1CCN(CCNC(=O)CCc2c(C)c3c(C)nn(-c4ccccc4)c3n(C)c2=O)CC1	i	32
COc1ccc(OC)c(CCNC(=O)CCn2nc(C)c3c(C)n(-c4ccccc4)nc3c2=O)c1	i	43
Cc1ccc(N(C)C2=NC(=O)CS2)cc1Cl	i	48
COc1ccc(NC(=O)C(C)N=C2NS(=O)(=O)c3ccccc32)cc1S(N)(=O)=O (stereo unspecified)	i	45
COc1cc(OC)c(C(=O)OCC(=O)NC2CCCC2)cc1OC	i	28
COc1ccc2c(Cl)c(C(=O)NCCc3ccc(S(N)(=O)=O)cc3)sc2c1	i	46
Cc1ccccc1NC(=O)C1CCCN(S(=O)(=O)c2ccc3c(c2)C(C)(C)C(=O)N3C)C1 (stereo unspecified)	i	23
CCN(CC)c1ccc(S(=O)(=O)N2CCOCC2)cc1NC(=O)CN1C(=O)NC2(CCC(C)CC2)C1=O (stereo unspecified)	i	56
C[C@@H]1O[C@@H](OCCC(=O)O)[C@H](O)C[C@H]1O	i	8
CCSc1nnc(-c2c[nH]c3ccccc23)o1	i	66
COc1ccc(Cl)cc1N(CC(=O)NCCSCc1ccccc1)S(C)(=O)=O	i	52
Cc1ccc(S(=O)(=O)N2CCC[C@H]2C(=O)Nc2ccccc2C)cc1	i	49
COc1cc(C(=O)NNC(=O)COc2ccccc2Cl)ccc1OCC(=O)N1CCOCC1	i	4
C=C1CCC[C@]2(C)C[C@H]3OC(=O)C(CN(C)CC(OC)OC)[C@H]3CC12 (stereo partly specified)	i	38
C=CCN(CC=C)C(=O)C1CCN(Cc2ccc(OCc3ccccc3)cc2)CC1	i	65
COC(=O)CNC(=O)CSc1nc2sc(-c3ccccc3)cc2c(=O)n1-c1ccccc1	i	22
Cc1cc(Br)ccc1SCC(=O)NCC(c1ccco1)N1CCCCC1 (stereo unspecified)	i	23
CC1CCCN(c2ccc3nncn3n2)C1 (stereo unspecified)	i	10
CN(Cc1ccccc1)Cc1c(O)ccc2ccccc12	i	59
CC(=O)Nc1ccc(S(=O)(=O)N[C@@H](C)C(=O)N2CCN(C/C=C/c3ccccc3)CC2)cc1	i	30
O=C(N/N=C/c1ccc(O)cc1)NC12CC3CC(CC(C3)C1)C2	i	32
COc1ccc(/C(C)=N/N2C(C)CCCC2C)c(OC)c1 (stereo unspecified)	i	53
CC(=O)c1cccc(S(=O)(=O)Nc2c(C)nn(C)c2C)c1	i	32
COc1ccc(CCNC(=O)c2ccc3c(c2)N(Cc2ccc(C)cc2)CCS3)cc1OC	i	3
CC(C(=O)NCc1ccccc1Cl)n1cc([N+](=O)[O-])cn1 (stereo unspecified)	i	58
CC1CCCCN1C(=O)C(=O)c1cn(CC(=O)N2CCCC2)c2ccccc12 (stereo unspecified)	i	18
COCCN(C(=O)CSCc1ccc(C)cc1)c1c(N)n(CC(C)C)c(=O)[nH]c1=O	i	18
CON(C)C(=O)C[C@@H]1C[C@H](OC(=O)c2ccc([N+](=O)[O-])cc2)CN1C(=O)OC(C)(C)C	i	34
Cc1c(NC(=O)c2ccco2)c(=O)n(-c2ccccc2)n1C	i	22
CSCC[C@H](NC(=O)Cc1c(C)c2c(cc(C)c3c(C)c(C)oc32)oc1=O)C(=O)O	i	37
O=C(CN1C(=O)c2ccc(Br)cc2C1=O)NCC1CCCO1 (stereo unspecified)	i	75
COc1ccc(C(=O)Nc2nc(CC(=O)NCCc3cccc(OC)c3)cs2)cc1	i	43
(next part)
SMILES	T cell HTS	T cell HTS vesicle-bound %
CCN(Cc1ccccc1)Cc1ccc(OCc2ccccc2)c(OC)c1	i	52
CC(C)COc1ccc(C(=O)OCC(=O)N(C)CC(=O)Nc2ccc(F)cc2)cc1	i	20
Cc1cc2ccccn2c1C(=O)c1ccccc1F	i	26
CC(C)[C@H](NC(=O)c1ccccc1)C(=O)OCC(=O)c1c(N)n(C)c(=O)n(C)c1=O	i	39
COC(=O)[C@H](Cc1ccccc1)NC(=O)Cn1ccc(NC(=O)OCc2ccccc2)nc1=O	i	32
O=C(CCc1nnc2ccc(N3CCCCC3)nn12)NCc1ccco1	i	20
Cc1cc(C(=O)NC2CC(C)(C)Cc3c2cnn3-c2cccc(F)c2)nn1C (stereo unspecified)	i	34
CC(CCc1ccccc1)NC(=O)CCC1CCCC1 (stereo unspecified)	i	30
CC1CC(C)CN(C(=O)COC(=O)COc2ccccc2C#N)C1 (stereo unspecified)	i	61
CCCN1CCN(C(=O)CCS(=O)(=O)c2cc3c(cc2Cl)NC(=O)CO3)CC1	i	51
CCOc1ccc(CCNC(=O)COc2cccc(-n3cnnn3)c2)cc1OCC	i	52
COc1ccc(/C=C2\SC(=O)N(CCNC(=O)Cn3[nH]c(=O)c4ccccc4c3=O)C2=O)cc1	i	22
CC1(C)Oc2ccc3ccc(=O)oc3c2/C(=N/O)C1=O	i	21
Cc1cc(=O)oc2cc(NC(=O)C(C)Oc3ccc(F)cc3)ccc12 (stereo unspecified)	i	31
CC1=C(C(=O)Nc2cc(C(=O)N3CCN(c4cccc(C)c4C)CC3)ccc2C)SCCO1	i	9
O=C(NCc1ccccc1)c1nnc(CS(=O)(=O)c2ccccc2)o1	i	51
O=c1[nH]nc(Cc2ccc([N+](=O)[O-])cc2)c2ccccc12	i	23
CC(=O)C1=C(O)C(=O)N(c2ccccn2)C1c1cccc(F)c1 (stereo unspecified)	i	12
CCc1ccc(-c2nc(SCC(=O)N(CCOC)c3c(N)n(Cc4ccccc4)c(=O)[nH]c3=O)n[nH]2)cc1	i	34
Cc1cccc(C)c1NC(=O)CNC(=O)C1COc2ccccc2O1 (stereo unspecified)	i	40
COc1ccccc1N1CCN(C2CCCN(C(=O)CCc3cnn(C)c3)C2)CC1 (stereo unspecified)	i	69
O=C1c2ccccc2CN1Cc1ccccc1	i	49
O=C(Nc1ccc(S(=O)(=O)N2CCCCC2)cc1)C1CCN(C(=O)c2ccc(F)cc2)CC1	i	47
C=C(C)COc1ccc(-c2nc(N)ncc2-c2ccc(Cl)cc2)c(O)c1	i	33
COc1ccc(N2CCN(C(=O)c3oc4ccccc4c3NC(=O)CCc3cc(OC)no3)CC2)cc1	i	35
O=C(CSc1cn(CCNC(=O)c2ccccc2)c2ccccc12)NCC1CCCO1 (stereo unspecified)	i	61
N#C/C(=C\c1cccnc1)c1ccccc1[N+](=O)[O-]	i	29
COc1cccc(NC(=O)CN(C)CC(=O)Nc2ccc3c(c2)OCO3)c1	i	44
CCn1nc(C)cc1C(=O)N1CCCC(C(=O)c2ccc(OC)cc2C)C1 (stereo unspecified)	i	12
Cc1sc2ncnc(N3CCN(S(=O)(=O)c4ccccc4)CC3)c2c1C	i	20
Cc1ccc(CCNC(=O)CCS(=O)(=O)c2ccc3nc(C)sc3c2)cc1	i	24
COc1ccc(SC[C@H](C)CN2CC[C@H](C(C)(C)C)CCC2=O)cc1	i	34
CC(C)CCNC(=O)CN(Cc1ccccc1)C(=O)CCC(=O)Nc1nccs1	i	40
Cc1ccc(OCC(=O)NS(=O)(=O)c2ccc(Cl)cc2)cc1	i	20
C/C(CC(=O)Nc1cc(Cl)ccc1C)=N\NC(=O)C(=O)N1CCCC1	i	27
CN1CC[C@]23c4ccccc4N[C@H]1[C@]21CCN(C)[C@H]3Nc2ccccc21	i	33
NC(=O)c1ccccc1NC(=O)CSC1=NCCS1	i	21
CC(C)CCNC(=O)c1nn(Cc2ccccc2)c(=O)c2ccccc12	i	35

An excerpt from above in order of formula weight, ascending:
SMILES	T cell HTS	T cell HTS vesicle-bound %
Cc1ccc(OCC(=O)NS(=O)(=O)c2ccc(Cl)cc2)cc1	i	20
CN1CC[C@]23c4ccccc4N[C@H]1[C@]21CCN(C)[C@H]3Nc2ccccc21	i	33
COc1ccc(SC[C@H](C)CN2CC[C@H](C(C)(C)C)CCC2=O)cc1	i	34
Cc1ccc(CCNC(=O)CCS(=O)(=O)c2ccc3nc(C)sc3c2)cc1	i	24
